# High-throughput results (PubChem BioAssay)
# Hsp90 block = tumor Hsp90 inhibitors, primary screen, cell lysate, fluorescence polarization, NCI-N417 lysate. Cy3B-geldanamycin FP displacement. inhibition, % at 30 µM. 64,000 compounds, 0.35% hits. AID 429, 2006;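 active = inhibition above 50%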;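 note: 0% = tracer plus lysate wells and 100% = tracer alone without lysate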
# ROCK2 blocker = inhibitors of human ROCK2 kinase, primary screen, biochemical, high-throughput, luminescence; purified ROCK2, Kinase-Glo ATP depletion luminescence; Rho-associated protein kinase 2 (Homo sapiens), O75116; 60,000 compounds, 0.35% hits; inhibition, % at 6 µM;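 active = inhibition above the screen-wide mean inhibition plus 3 SD, cut at about 18% in these data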;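 note: plate controls were DMSO wells for no effect and Y-27632 control wells after no-enzyme background subtraction for full effect; many of its hits are not listed in these tables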
# Target sequence (O75116 whole entry, looked up): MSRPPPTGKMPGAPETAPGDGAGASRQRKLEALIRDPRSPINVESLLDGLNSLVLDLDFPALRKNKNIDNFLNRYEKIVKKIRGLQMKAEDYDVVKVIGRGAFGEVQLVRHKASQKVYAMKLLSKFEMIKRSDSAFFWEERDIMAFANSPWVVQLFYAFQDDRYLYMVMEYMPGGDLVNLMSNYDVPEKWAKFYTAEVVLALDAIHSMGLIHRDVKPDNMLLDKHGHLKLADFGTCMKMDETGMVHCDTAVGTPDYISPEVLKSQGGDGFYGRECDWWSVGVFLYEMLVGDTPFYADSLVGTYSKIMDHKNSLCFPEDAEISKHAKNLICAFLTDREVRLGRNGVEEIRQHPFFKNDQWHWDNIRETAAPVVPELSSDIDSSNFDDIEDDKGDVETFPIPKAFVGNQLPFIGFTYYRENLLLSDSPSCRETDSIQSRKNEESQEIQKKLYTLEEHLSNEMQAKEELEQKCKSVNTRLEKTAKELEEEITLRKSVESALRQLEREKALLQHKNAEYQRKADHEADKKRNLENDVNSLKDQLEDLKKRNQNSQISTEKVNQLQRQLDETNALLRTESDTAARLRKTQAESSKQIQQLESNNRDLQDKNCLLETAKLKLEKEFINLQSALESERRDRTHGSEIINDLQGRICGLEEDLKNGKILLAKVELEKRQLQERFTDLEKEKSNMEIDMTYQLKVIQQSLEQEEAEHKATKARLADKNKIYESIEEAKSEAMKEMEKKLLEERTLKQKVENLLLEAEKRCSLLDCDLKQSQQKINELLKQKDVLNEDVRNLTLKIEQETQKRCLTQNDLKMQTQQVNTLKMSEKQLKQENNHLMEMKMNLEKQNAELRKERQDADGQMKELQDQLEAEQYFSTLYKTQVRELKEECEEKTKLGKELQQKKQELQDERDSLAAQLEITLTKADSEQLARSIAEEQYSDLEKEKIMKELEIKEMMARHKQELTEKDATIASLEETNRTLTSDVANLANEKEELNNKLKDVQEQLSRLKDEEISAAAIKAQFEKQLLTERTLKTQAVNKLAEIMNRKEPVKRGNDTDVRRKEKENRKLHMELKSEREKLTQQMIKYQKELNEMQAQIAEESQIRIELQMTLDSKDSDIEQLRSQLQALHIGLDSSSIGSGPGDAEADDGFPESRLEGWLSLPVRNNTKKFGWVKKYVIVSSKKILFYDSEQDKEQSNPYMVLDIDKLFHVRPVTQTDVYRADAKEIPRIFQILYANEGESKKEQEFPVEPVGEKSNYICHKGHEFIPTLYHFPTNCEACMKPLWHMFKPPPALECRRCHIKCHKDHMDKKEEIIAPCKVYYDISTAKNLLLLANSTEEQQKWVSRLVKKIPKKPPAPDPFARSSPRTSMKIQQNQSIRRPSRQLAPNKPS
# Cdc25B inh = inhibitors of Cdc25B phosphatase catalytic domain, primary screen, biochemical, OMFP fluorescence; AID 368, 2006; inhibition, %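 (compounds tested at 10 µM final in the well)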; recombinant Cdc25B, OMFP fluorescence Ex485/Em525; 65,000 compounds, 0.1% hits; in the data active = inhibition above about 50%
# PKA kinase inh = inhibitors of human PKA kinase activity, primary screen, biochemical, ATP-depletion luminescence, Kemptide substrate. inhibition, % at 6 µM. cAMP-dependent protein kinase catalytic subunit alpha (Homo sapiens), P17612. 65,000 compounds, 0.1% hits. AID 524, 2006. PKA Kemptide phosphorylation, Kinase-Glo ATP luminescence;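 active = inhibition above the screen-wide mean inhibition plus 3 SD, cut at about 21% in these data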; note: many of its hits are not listed in these tables
# Fluor 339 460 = intrinsic fluorescence of library compounds, ex339/em460 – biochemical, MLSMR library, data from DPM-DC assay, artefact control, profiling panel | 65,000 compounds, 5.5% hits | compound autofluorescence, ex339/em460 nm, NADH buffer; hits give high values; 1 = no-compound wells, NADH background | fluorescence fold increase at 10 µM;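 active = at 10 µM, mean starting fluorescence two-fold or more over control wells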;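 note: signal is the first read of a kinetic run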
# MKP-1 inh = MKP-1 phosphatase inhibitors, primary screen, biochemical, in vitro. recombinant MKP-1, OMFP hydrolysis fluorescence. inhibition, %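 (compounds tested at a single concentration somewhere between 10 and 100 µM)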. 65,000 compounds, 0.15% hits. AID 374, 2006;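 active = inhibition above about 50%, limit read from the data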;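 note: 0% = DMSO max control wells and 100% = wells with enzyme stopped by NaOH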
# JNK3 inh = JNK3 kinase activity inhibitors, primary screen, biochemical, human, purified enzyme; HTS; inhibition, % at 8 µM; 60,000 compounds, 0.61% hits; AID 746, 2007; in the data active = inhibition above about 17%;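 note: 0% = DMSO and 100% = reference inhibitor; many of its hits are not listed in these tables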
# A340 absorber = compound light absorbance at 340 nm, profiling panel, artefact control, biochemical, MLSMR library, data from PS, PMK, MK assays | compound absorbance at 340 nm, fold over control | 65,000 tested, under 10 active | fold change at 10 µM;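 active = at 10 µM dose, initial 340 nm absorbance at least 2 fold that of control wells; inactive = change under 2 fold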;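 note: initial absorbance extrapolated from kinetic A340 decline of NADH oxidation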
# Her2 expr inh = inhibitors of Her2 protein expression, primary screen, SKBR-3 cells, AlphaScreen, 66K library; Receptor tyrosine-protein kinase erbB-2 (Homo sapiens), P04626; SKBR-3 HER2 protein level, 18-24 h; hits give low values; HER2 level % of control, % at 10 µM; 65,000 compounds, 0.69% hits; AID 645, 2007;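 active = HER2 level under 5% of the carrier-only control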;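 note: 100% = DMSO carrier and 0% = 500 nM PU-H71 HSP90 inhibitor; lower value means stronger loss of Her2 protein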
# * = called active by the depositor; / = no result given. Some of the compounds tested; rates above refer to the full screens.
# The line under a structure holds: Hsp90 block, ROCK2 blocker, Cdc25B inh, PKA kinase inh, Fluor 339 460, MKP-1 inh, JNK3 inh, A340 absorber, Her2 expr inh
COc1ccc(Nc2nnc(Cc3ccc(Cl)cc3)c(=O)[nH]2)c(OC)c1
    /, /, -11, 8, 1.1, 20, /, 1, 85
CCOC(=O)c1ccccc1NC(=O)C1COc2ccccc2O1 (stereo not drawn)
    2, 8, 0, 11, 1.1, -3, 13, 1, 106
O=C(NCc1ccccc1)NC1(C(=O)N2CCN(c3ccccc3)CC2)CCCCC1
    -1, 0, -2, 1, 1, -18, 0, 0.97, 69
COc1ccc(NC(=O)Cc2ccc(Cl)cc2)cc1NC(=O)c1ccco1
    7, 8, -9, 8, 1.1, 5, 0, 1, /
Cc1c(-n2cc(C(=O)O)c(=O)c3cc(F)c(N4CCCC4)c(F)c32)c(=O)n(-c2ccccc2)n1C
    /, /, -7, 7, 1.7, 13, /, 1.1, 91
Cc1cc(C(=O)COC(=O)CCCN2C(=O)c3ccccc3C2=O)c(C)n1C
    -1, 6, -5, 3, 1.1, 1, -8, 1.2, 99
CCOc1cc2c(cc1C(C)(C)C)NC(=O)CS2
    1, 0, -1, 4, 1.1, 20, -12, 1, 82
CCS(=O)(=O)N1CCC(C(=O)NCCCN2CCC(Cc3ccccc3)CC2)CC1
    -9, 5, -6, 12, 1.1, 5, -2, 1, 106
CC(C)n1c(-c2ccc(N(C)C)cc2)nc2ccccc21
    -14, 0, 1, 2, 3.8*, -13, 1, 1, 121
CC(C)CCNC(=O)CCCn1c(=O)[nH]c2ccc(Br)cc2c1=O
    /, /, -14, 5, 1.1, 4, /, 1.1, 115
O=C(Cn1c(NCCO)nc2ccccc21)c1ccco1
    1, /, -3, 7, 1.1, -11, /, 0.98, 68
COC(=O)C1=C(C)N(C2CCCC2)C(=O)C1(NC(C)=O)C(F)(F)F (stereo not drawn)
    -3, 4, -16, 10, 1.1, -10, 0, 1.1, 85
O=C1CCCC2=C1C(c1ccccc1O)C1=C(CCCC1=O)O2
    -1, 0, 6, 3, 1.1, -19, 0, 1, 69
Cc1ccc(S(=O)(=O)NC(=O)NCc2ccccn2)cc1
    0, 0, 4, 1, 1.1, 1, -6, 1, 99
Cc1cc(=O)[nH]c(SCC(=O)Nc2cccc(C(F)(F)F)c2)n1
    -4, 3, -8, 4, 1, -3, -4, 1, 66
CCN(CC)CCn1c2ccccc2c2nc(C)sc21
    -2, 2, 1, 6, 1, -8, 2, 1, 110
O=c1cc(N2CCC3(CC2)OCCO3)[nH]c(=O)n1-c1ccc(Br)cc1
    -4, 3, -7, 3, 1.1, 9, 6, 0.98, 87
COC(=O)c1ccccc1NC(=O)Cn1cc(Br)cn1
    -4, 5, -1, 8, 0.88, 5, 2, 1, 79
CCCC1(c2ccccc2)NC(=O)N(CC(=O)c2[nH]c(C)c(C(=O)OCC)c2C)C1=O (stereo not drawn)
    -2, 5, -3, 9, 1.1, 34, 0, 1, 92
Cc1ccc(N2C(=O)c3oc4ccccc4c(=O)c3C2c2cccc(O)c2)nc1 (stereo not drawn)
    1, 6, 3, 3, 1, 3, 7, 0.98, 65
O=C(O)c1c[nH]c2ccc(S(=O)(=O)N3CCN(c4ccc(F)cc4)CC3)cc2c1=O
    -4, /, -5, 4, 1.2, 9, /, 1, 101
O=c1[nH]c2ccc(Br)cc2c(-c2ccccc2)c1N1CCOCC1
    0, -1, -1, 3, 1.2, 2, -9, 1, /
c1cncc(-c2nnc(SCc3nc4ccccc4[nH]3)o2)c1
    0, -10, -12, 2, 1.2, 3, 10, 1, 98
COc1ccc(C(=O)NCc2cccnc2)cc1S(=O)(=O)N1CCOCC1
    2, -9, 1, -6, 1, 10, -5, 1, 108
CCCCOc1ccc(-c2nc(-c3cccnc3)no2)cc1
    -7, 7, -27, 0, 1.1, 10, 3, 1, 99
CC(C)N(C(=O)Cn1c(SCC(=O)N2CCN(c3ccccc3)CC2)nc2ccccc21)C(C)C
    -1, 5, -18, 8, 1.1, -3, 2, 1, 112
N#C/C(=C(/O)COC(=O)CCc1ccc(S(=O)(=O)N2CCOCC2)cc1)c1nc2ccccc2[nH]1
    -9, 8, 18, -1, 1.5, 42, -1, 1.1, 58
COc1cc2c(cc1OC)-c1cc(NC3CC3)nc(=O)n1CC2
    -2, 2, -5, 8, 1.7, -15, 0, 1.1, 128
CN(Cc1ccccc1)Cc1nc2c([nH]1)c(=O)[nH]c(=O)n2C
    -1, 0, 4, -6, 1, 8, -2, 0.98, 92
CC(=O)N(c1cccc(C)c1)C1SC(=O)N(c2ccccc2)C1=O (stereo not drawn)
    4, -2, -3, -4, 1.1, 17, -11, 1, 126

# Among those listed so far, 4 contain fluorine:
# The line under a structure holds: Hsp90 block, ROCK2 blocker, Cdc25B inh, PKA kinase inh, Fluor 339 460, MKP-1 inh, JNK3 inh, A340 absorber, Her2 expr inh
Cc1c(-n2cc(C(=O)O)c(=O)c3cc(F)c(N4CCCC4)c(F)c32)c(=O)n(-c2ccccc2)n1C
    /, /, -7, 7, 1.7, 13, /, 1.1, 91
COC(=O)C1=C(C)N(C2CCCC2)C(=O)C1(NC(C)=O)C(F)(F)F (stereo not drawn)
    -3, 4, -16, 10, 1.1, -10, 0, 1.1, 85
Cc1cc(=O)[nH]c(SCC(=O)Nc2cccc(C(F)(F)F)c2)n1
    -4, 3, -8, 4, 1, -3, -4, 1, 66
O=C(O)c1c[nH]c2ccc(S(=O)(=O)N3CCN(c4ccc(F)cc4)CC3)cc2c1=O
    -4, /, -5, 4, 1.2, 9, /, 1, 101

# The results go on.
# The line under a structure holds: Hsp90 block, ROCK2 blocker, Cdc25B inh, PKA kinase inh, Fluor 339 460, MKP-1 inh, JNK3 inh, A340 absorber, Her2 expr inh
CNc1nc(C)c(C#N)cc1C(C)=O
    -2, -10, -1, 3, 1.5, -23, 0, 1.1, 85
Nn1c(SCc2ccccc2)nnc1-c1ccco1
    -3, -9, -12, 1, 1.1, 1, 1, 1, 86
CCOC(=O)c1c(-c2ccc(C)o2)csc1NC(=O)CSc1nnnn1-c1ccccc1
    -7, -9, -3, 12, 1.1, 21, 5, 1, 95
O=C(O)Cc1ccc(NC(=O)c2cccs2)cc1
    0, 2, -1, 6, 1.1, -1, 13, 1, 107
CCOC(=O)Cc1csc(NC(=O)c2cccc(N3C(=O)CCC3=O)c2)n1
    0, -3, -1, -1, 1.1, 8, 1, 1, 72
CCOC(=O)N1CCN(C(=O)CN(c2cccc(C)c2)S(=O)(=O)c2ccc(C)cc2)CC1
    -3, 0, -4, 0, 1.1, 22, -1, 0.95, 116
O=C(CSc1ncn(-c2ccccc2)n1)Nc1ccc(Br)cn1
    -13, /, 0, 5, 1.1, 2, /, 1, 69
CCOC(=O)N1CCN(CC(O)COC2CC(C)CC(C)(C)C2)CC1 (stereo not drawn)
    -2, 3, -11, 8, 1.1, 8, 4, 0.97, 157
COc1ccc(C)c(S(=O)(=O)Nc2ccc(OCC(=O)O)cc2)c1
    -3, -2, -2, 8, 1.1, -1, 0, 1, 83
Cc1cccn2cc(-c3ccc(F)cc3)nc12
    -1, -4, 1, 2, 1.3, -3, 4, 1, 95
CC(O)C(O)C(O)C(O)C1NCCS1 (stereo not drawn)
    -1, 7, -5, 4, 1.1, -34, -3, 0.98, 81
O=C(CSc1nnc(Cn2c(=O)sc3ccccc32)n1-c1ccccc1)NCc1ccco1
    -5, 3, -9, 10, 1.1, 5, 4, 1.1, 59
CCCCN(C(=O)NC(=O)Nc1cc(C)ccc1C)S(C)(=O)=O
    -1, 5, 9, 9, 1.1, 23, -3, 0.99, 90
CCn1c(SCC(=O)Nc2nc(C)c(C(=O)OC)s2)nnc1C(C)C
    -1, -1, -2, -3, 1.1, -14, -6, 0.99, 108
CCOc1ccc(CCN2C(=O)CCC2(C)C(=O)NC(C)CC)cc1OCC (stereo not drawn)
    -1, 5, -13, 10, 1.1, -4, 2, 1, 114
COc1ccc(-n2c(Cc3cccn3C)nnc2SCC(=O)Nc2cc(Cl)ccc2OC)cc1
    -3, 0, -10, 1, 1.1, 41, 2, 1.1, 79
C=CCn1c(-c2cccs2)nc2ccccc21
    -5, 6, -3, 6, 3.1*, 6, 10, 1, 84
Cn1c(=O)c(C(=O)CN2CCOCC2)c(N)n(Cc2ccccc2)c1=O
    -1, 8, 6, 8, 1, 3, 2, 1, 131
COc1ccccc1C(=O)NCCNC(=O)c1ccco1
    -7, 4, 2, 6, 1, 1, 2, 0.99, 188
CCOC(=O)c1ccccc1NC(=O)c1cccnc1
    2, /, -14, /, 1.1, 6, /, 0.99, 173
O=C(O)c1cccc(COc2ccccc2Cl)c1
    -1, /, 0, -6, 1.1, 2, /, 1, 133
O=C(c1ccc(Br)o1)N(Cc1ccccc1)c1ccccn1
    2, /, 0, /, 1, -13, /, 1, /
CCN1CCN(C(=O)c2ccc3c(=O)n(Cc4ccccc4OC)c(=S)[nH]c3c2)CC1
    0, /, -9, 1, 1, 8, /, 1, 106
c1ccc(CCc2nn3c(-c4ccncc4)nnc3s2)cc1
    9, 4, -12, 8, 1, -5, 9, 1.1, 156
CCOC(=O)c1oc2ccccc2c1NC(=O)c1cccc(OC)c1
    0, 4, -5, 4, 1.3, -8, 3, 1, 117
CC(C(=O)OCC(=O)Nc1ccc2c(c1)OCO2)N1C(=O)c2ccccc2C1=O (stereo not drawn)
    0, -4, -2, -6, 0.99, -1, 8, 1, 99
CCOC(=O)c1[nH]c2c(c1C)C(=O)CC(c1ccco1)C2 (stereo not drawn)
    -4, 1, 8, -5, 1.1, 20, 8, 1, 27
Fc1ccc(-c2ccc(-c3nn4c(-c5ccco5)nnc4s3)o2)cc1
    -6, /, 0, -6, 1.5, 21, /, 1, 83
CCOC(=O)c1c(NC(C)=O)sc2c(O)c(CN3CCN(CC)CC3)ccc12
    -1, 10, -14, 11, 1.1, 9, -5, 0.99, 104
Cc1ccc(NC(=O)CCNS(=O)(=O)c2cccc3nonc23)cc1
    /, /, -4, 12, 0.99, 7, /, 1.1, 86

# Carrying on:
# The line under a structure holds: Hsp90 block, ROCK2 blocker, Cdc25B inh, PKA kinase inh, Fluor 339 460, MKP-1 inh, JNK3 inh, A340 absorber, Her2 expr inh
COc1ccc(C(C)=O)cc1CSc1nc2ccccc2o1
    2, 4, -8, 9, 1, 9, -4, 1, 87
CCCn1nnnc1NC(=O)CSc1ccc(Cl)cc1
    -4, -3, -2, -6, 1.1, 5, 0, 1, 113
COC(=O)CCCc1nc2ccccc2s1
    5, 6, -11, 5, 1.1, -20, 1, 1, 96
O=S(=O)(NCc1ccccc1)c1ccc2c(c1)OCCO2
    -1, 1, -39, 6, 1, 3, 0, 0.98, 118
COc1ccc(OC)c(C(=O)c2coc3ccc(O)c(CN4CCOCC4)c23)c1
    -4, -2, -19, -4, 1, -10, -4, 1, 83

# 3 records drawn at random from the list so far:
# The line under a structure holds: Hsp90 block, ROCK2 blocker, Cdc25B inh, PKA kinase inh, Fluor 339 460, MKP-1 inh, JNK3 inh, A340 absorber, Her2 expr inh
O=S(=O)(NCc1ccccc1)c1ccc2c(c1)OCCO2
    -1, 1, -39, 6, 1, 3, 0, 0.98, 118
COC(=O)CCCc1nc2ccccc2s1
    5, 6, -11, 5, 1.1, -20, 1, 1, 96
COc1ccc(C(C)=O)cc1CSc1nc2ccccc2o1
    2, 4, -8, 9, 1, 9, -4, 1, 87
